Mdm2 ligase inh = Mdm2 E3 ligase (human) inhibition; Q00987; cell-based MDM2 ubiquitination luciferase reporter, 2 h; 0 = plate control, 100 = twice control, blank-subtracted; signal enhancement, % at 5 µM; hit rate 0.11% among 210,000;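 active = signal enhancement of 30% or more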;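 also: luminescence tracks abundance of the self-degrading MDM2-luciferase fusion protein; higher signal means inhibition of MDM2 E3 ligase activity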
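Material: Stable MDM2–luciferase fusion reporter cells | Amount: 2000 cells seeded into each well | Dosing: One concentration, 5 µM, with 0.2% DMSO | Incubation: 4 h cell settling then 2 h compound exposure, 37 °C | Measured by: Luciferase luminescence | Read-out basis: % enhancement relative to plate controls after blank subtraction | Benchmarks: Control and blank well means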
BaF3 parental = parental Ba/F3 viability inhibition as JAK2V617F counter-screen; CellTiter-Glo ATP luminescence; inhibition, % at 5.6 µM; hit rate 1.1% among 220,000; AID 1486;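 active = inhibition above a per-campaign cutoff, the mean inhibition of all tested compounds plus 3 SD, cut at about 27% in these data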;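 also: 0% = DMSO wells and 100% = JAK Inhibitor I control wells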
Ba/F3 V617F tox = reduce viability of Ba/F3 cells dependent on JAK2V617F; Ba/F3 EpoR-JAK2V617F viability, ATP luminescence; inhibition, % at 5.6 µM; hit rate 1.1% among 220,000; AID 1446;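 active = inhibition above the campaign mean plus 3 SD over all tested compounds, cut at about 24% in these data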;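 also: cytokine-independent growth of Ba/F3 cells driven by EpoR plus mutant JAK2; 0% = DMSO-treated cells and 100% = JAK inhibitor I control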
NPY2 pot ag = human NPY-Y2 potentiation or agonism, primary screen. cells expressing NPY-Y2, potentiator/agonist read-out. activation, % at 3.6 µM. hit rate 0.45% among 220,000. AID 1359; in the data active = activation above about 27%;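 also: cells stimulated with NPY near EC25 plus isoproterenol at EC100; 0% = vehicle plus submaximal agonist and 100% = vehicle plus saturating agonist; some results beyond the cut were filed as inactive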
PERK inh = blocks human PERK kinase; Q9NZJ5; CHO PERK-DD fusion, SEAP luminescence translation reporter; inhibition, % at 5.6 µM; hit rate 0.17% among 220,000;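 active = inhibition above the mean inhibition of all tested compounds plus 3 SD, set separately per screening campaign, cut at about 2.9% in these data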;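 also: PERK kinase domain activated by AP20187 dimerizer at 100 nM; 0% = DMSO with dimerizer and 100% = rapamycin at 8.4 µM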
S1P4 antagonist = human S1P4 receptor antagonism; O95977; S1P4-expressing cells, antagonist mode, reporter read-out; inhibition, % at 4.98 µM; hit rate 0.26% among 220,000; AID 1510; in the data active = inhibition above about 29%;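 also: 0% = wells stimulated with agonist and 100% = vehicle wells without agonist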
eIF4E 4G PPI = eIF4E/eIF4G interaction inhibition in translation initiation; P63073+Q04637; inhibition, % at 21.7 µM; hit rate 0.37% among 220,000; AID 782; TR-FRET eIF4E-eIF4GI(517-606) binding, 2 h;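 active = inhibition above about 30%, limit read from the data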;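 also: 0% = full FRET control wells and 100% = background wells lacking eIF4GI fragment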
Wee1 stabilizer = inhibitors of human Wee1 degradation. P30291. HeLa Luc-Wee1K328M stability, luciferase luminescence; 100% = proteasome inhibitor MG132 effect. reporter increase, % at 5 µM. hit rate 1.2% among 220,000. AID 1321;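 active = activation above the mean of all tested compounds plus 3 SD, set per screening run, cut at about 8.8% in these data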;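 also: cells exposed to compound for 20 h before luminescence read; 0% = DMSO alone and 100% = MG132 at 30 µM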
S1P4 ag = agonists of human S1P4 receptor; O95977; S1P4-expressing cell line, agonist reporter assay; activation, % at 4.98 µM; hit rate 0.35% among 220,000; AID 1509; in the data active = activation above about 11%;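 also: 0% = DMSO vehicle and 100% = reference agonist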
* = called active by the depositor; [ ] = remark or other dose.

Results for CCCOc1ccc(CCC(=O)N/N=C/c2ccncc2)cc1 ?
Mdm2 ligase inh: -4.3; BaF3 parental: -1.2; Ba/F3 V617F tox: 1.0; NPY2 pot ag: -1.8; PERK inh: -0.2; S1P4 antagonist: 9.2; eIF4E 4G PPI: -8.0; Wee1 stabilizer: 1.8; S1P4 ag: -1.8

Results for CCOc1ccc(-c2nnc3sc(COc4ccc(Cl)cc4)nn23)cc1 ?
Mdm2 ligase inh: -7.4; BaF3 parental: 2.1; Ba/F3 V617F tox: -0.9; NPY2 pot ag: -10.6; PERK inh: -0.1; S1P4 antagonist: -17.6; eIF4E 4G PPI: -38.3; Wee1 stabilizer: 0.5; S1P4 ag: -0.7

What do the screens show for `Fc1ccc(NC(=S)NCc2ccccn2)cc1`?
Mdm2 ligase inh: -7.8; BaF3 parental: -0.8; Ba/F3 V617F tox: -5.3; NPY2 pot ag: -5.1; PERK inh: 1.0; S1P4 antagonist: 13.1; eIF4E 4G PPI: -2.6; Wee1 stabilizer: 3.8; S1P4 ag: 1.9

How did COc1ccc(N2CCN(c3ccc(N4C(=O)COCC4=O)cc3[N+](=O)[O-])CC2)cc1 do in these assays?
Mdm2 ligase inh: -11.1; BaF3 parental: 6.9; Ba/F3 V617F tox: 0.2; NPY2 pot ag: 6.7; PERK inh: 0.3; S1P4 antagonist: -23.1; eIF4E 4G PPI: -1.3; Wee1 stabilizer: -1.7; S1P4 ag: 5.6

How did Cc1cccc(CN2C(=O)N/C(=C/c3cc(C)n(-c4ccccn4)c3C)C2=O)c1 do in these assays?
Mdm2 ligase inh: -22.8; BaF3 parental: 0.4; Ba/F3 V617F tox: -5.9; NPY2 pot ag: 6.2; PERK inh: -1.9; S1P4 antagonist: -13.5; eIF4E 4G PPI: -11.0; Wee1 stabilizer: -1.1; S1P4 ag: -0.8

How did CCCc1ccc(OCCNC(=O)C2CCCCC2)cc1 do in these assays?
Mdm2 ligase inh: -3.5; BaF3 parental: 10.4; Ba/F3 V617F tox: -0.4; NPY2 pot ag: 6.4; PERK inh: 0.6; S1P4 antagonist: -10.2; eIF4E 4G PPI: 3.1; Wee1 stabilizer: 2.8; S1P4 ag: -0.7

How did CCC(C)(C)c1ccc(OCC(=O)N(C)C)c(C(C)(C)CC)c1 do in these assays?
Mdm2 ligase inh: -4.6; BaF3 parental: -0.6; Ba/F3 V617F tox: -1.4; NPY2 pot ag: -4.1; PERK inh: 1.5; S1P4 antagonist: -12.2; eIF4E 4G PPI: -2.1; Wee1 stabilizer: 3.1; S1P4 ag: -1.7

Results for CCN(CC)c1ccc(-n2c(C)c(C(C)=O)c(C(C)=O)c2C)cc1 ?
Mdm2 ligase inh: 7.3; BaF3 parental: 2.2; Ba/F3 V617F tox: -5.0; NPY2 pot ag: 6.4; PERK inh: -0.9; S1P4 antagonist: -7.9; eIF4E 4G PPI: -6.6; Wee1 stabilizer: -0.8; S1P4 ag: -1.8

Results for CCN(CCn1cccn1)C(=O)CC1C(=O)NCCN1Cc1cccc(OC)c1OC (centres undefined) ?
Mdm2 ligase inh: -2.9; BaF3 parental: 4.5; Ba/F3 V617F tox: -3.4; NPY2 pot ag: 8.8; PERK inh: 0.6; S1P4 antagonist: -15.5; eIF4E 4G PPI: 1.3; Wee1 stabilizer: -2.3; S1P4 ag: 1.4

How did Nc1nonc1-c1nc2ccccc2n1Cc1ccc(Cl)cc1 do in these assays?
Mdm2 ligase inh: -20.8; BaF3 parental: 4.6; Ba/F3 V617F tox: -2.0; NPY2 pot ag: 11.3; PERK inh: 0.1; S1P4 antagonist: -5.7; eIF4E 4G PPI: 5.5; Wee1 stabilizer: -0.2; S1P4 ag: -0.9

What do the screens show for `O=C(Nc1ccc(O)cc1)c1ccc(C(=O)c2ccccc2)o1`?
Mdm2 ligase inh: 14.1; BaF3 parental: 4.0; Ba/F3 V617F tox: -2.9; NPY2 pot ag: 9.1; PERK inh: 1.5; S1P4 antagonist: -23.1; eIF4E 4G PPI: 3.7; Wee1 stabilizer: -0.8; S1P4 ag: 0.8

What do the screens show for `CC(=O)Nc1nnc(SCc2ccccc2F)s1`?
Mdm2 ligase inh: -6.8; BaF3 parental: 3.3; Ba/F3 V617F tox: -1.8; NPY2 pot ag: -2.9; PERK inh: 0.7; S1P4 antagonist: 2.0; eIF4E 4G PPI: 1.5[fluorescence artefact?]; Wee1 stabilizer: 0.9; S1P4 ag: 0.6

What do the screens show for `CCOC(=O)c1c(C)n(C)c2ccc(OCC(O)Cn3nc(C)c(Br)c3C)cc12` (centres undefined)?
Mdm2 ligase inh: 13.7; BaF3 parental: 8.4; Ba/F3 V617F tox: -1.7; NPY2 pot ag: -13.5; PERK inh: -1.3; S1P4 antagonist: -11.5; eIF4E 4G PPI: -0.1[fluorescence artefact?]; Wee1 stabilizer: 0.2; S1P4 ag: -0.4

What do the screens show for `COc1cc(/C=C(/NC(C)=O)C(=O)O)cc(Cl)c1OCc1ccc(Br)cc1`?
Mdm2 ligase inh: 0.8; BaF3 parental: -6.2; Ba/F3 V617F tox: -2.6; NPY2 pot ag: -2.4; PERK inh: 1.6; S1P4 antagonist: -22.6; eIF4E 4G PPI: -1.4; Wee1 stabilizer: 0.1; S1P4 ag: -0.5

Results for Cc1cc(C(C)(C)C)cc(C)c1S(=O)(=O)N1CC(=O)Nc2ccccc21 ?
Mdm2 ligase inh: -12.4; BaF3 parental: 0.0; Ba/F3 V617F tox: 1.5; NPY2 pot ag: -10.1; PERK inh: -0.1; S1P4 antagonist: 6.8; eIF4E 4G PPI: 2.3; Wee1 stabilizer: 1.9; S1P4 ag: -0.5

How did Nc1ncc(N=Nc2cc(C(=O)O)ccc2Cl)s1 do in these assays?
BaF3 parental: 6.0; Ba/F3 V617F tox: -2.2; NPY2 pot ag: 11.8; PERK inh: 0.0; S1P4 antagonist: -6.1; eIF4E 4G PPI: 2.1; Wee1 stabilizer: -1.5; S1P4 ag: -1.4

What do the screens show for `CCOc1ccc(C2CC(c3ccc(F)cc3)Nc3nc(N)nn32)cc1` (centres undefined)?
Mdm2 ligase inh: -10.2; BaF3 parental: 6.8; Ba/F3 V617F tox: 4.2; NPY2 pot ag: 2.2; PERK inh: -0.5; S1P4 antagonist: -10.4; eIF4E 4G PPI: -1.2[fluorescence artefact?]; Wee1 stabilizer: 2.0; S1P4 ag: -1.1

What do the screens show for `CCOCCCN(C(=O)CNC(=O)c1ccco1)C(C(=O)NC1CCCC1)c1ccccc1C` (centres undefined)?
Mdm2 ligase inh: -3.2; BaF3 parental: 1.8; Ba/F3 V617F tox: -2.7; NPY2 pot ag: -6.5; PERK inh: -0.7; S1P4 antagonist: -1.8; eIF4E 4G PPI: -7.3[fluorescence artefact?]; Wee1 stabilizer: 2.7; S1P4 ag: -2.3

Results for COc1ccc(OC)c(NC(=O)CSc2ncccc2C(=O)O)c1 ?
Mdm2 ligase inh: -12.3; BaF3 parental: 6.9; Ba/F3 V617F tox: -0.3; NPY2 pot ag: 2.3; PERK inh: 1.1; S1P4 antagonist: -0.7; eIF4E 4G PPI: -6.4; Wee1 stabilizer: -1.2; S1P4 ag: -1.6

How did Cc1cc(C)n(CC(C)NC(=O)CCc2nnc(CCc3ccccc3)o2)n1 (centres undefined) do in these assays?
Mdm2 ligase inh: 7.5; BaF3 parental: 7.8; Ba/F3 V617F tox: -0.8; NPY2 pot ag: 13.7; PERK inh: 0.6; S1P4 antagonist: -6.9; eIF4E 4G PPI: -1.4; Wee1 stabilizer: 1.9; S1P4 ag: -0.2

2 compounds drawn at random from the list so far:
How did Cc1cc(C)n(CC(C)NC(=O)CCc2nnc(CCc3ccccc3)o2)n1 (centres undefined) do in these assays?
Mdm2 ligase inh: 7.5; BaF3 parental: 7.8; Ba/F3 V617F tox: -0.8; NPY2 pot ag: 13.7; PERK inh: 0.6; S1P4 antagonist: -6.9; eIF4E 4G PPI: -1.4; Wee1 stabilizer: 1.9; S1P4 ag: -0.2

What do the screens show for `Fc1ccc(NC(=S)NCc2ccccn2)cc1`?
Mdm2 ligase inh: -7.8; BaF3 parental: -0.8; Ba/F3 V617F tox: -5.3; NPY2 pot ag: -5.1; PERK inh: 1.0; S1P4 antagonist: 13.1; eIF4E 4G PPI: -2.6; Wee1 stabilizer: 3.8; S1P4 ag: 1.9

Next part.
What do the screens show for `Cc1nn(-c2ccccc2)c2sc(C(=O)NNC(=O)COc3cccc4ccccc34)cc12`?
Mdm2 ligase inh: 18.9; BaF3 parental: 5.8; Ba/F3 V617F tox: 1.9; NPY2 pot ag: -9.7; PERK inh: 1.6; S1P4 antagonist: -0.2; eIF4E 4G PPI: -0.4; Wee1 stabilizer: -0.3; S1P4 ag: 1.1

What do the screens show for `COc1ccc(N(C)S(=O)(=O)c2c(C)[nH]c(=O)[nH]c2=O)c(OC)c1`?
BaF3 parental: 4.8; Ba/F3 V617F tox: -0.5; NPY2 pot ag: 2.0; PERK inh: -0.2; S1P4 antagonist: 0.3; eIF4E 4G PPI: 9.1; Wee1 stabilizer: -1.5; S1P4 ag: 2.1

Results for CC(=O)Nc1ccc(S(=O)(=O)N2CCSC2c2ccccc2)cc1 (centres undefined) ?
Mdm2 ligase inh: -7.7; BaF3 parental: 11.3; Ba/F3 V617F tox: 5.5; NPY2 pot ag: -18.8; PERK inh: -0.6; S1P4 antagonist: 3.9; eIF4E 4G PPI: 0.1; Wee1 stabilizer: -1.1; S1P4 ag: 0.9

Results for N#CC(C#N)=C1CCc2ccccc2N1 ?
Mdm2 ligase inh: -2.0; BaF3 parental: 2.0; Ba/F3 V617F tox: 3.7; NPY2 pot ag: -0.6; PERK inh: -0.1; S1P4 antagonist: -3.5; eIF4E 4G PPI: 2.0; Wee1 stabilizer: -2.0; S1P4 ag: 2.2

How did CC1CCN(CCOCCOc2ccccc2-c2ccccc2)CC1 do in these assays?
Mdm2 ligase inh: 14.3; BaF3 parental: 1.5; Ba/F3 V617F tox: 0.1; NPY2 pot ag: -5.7; PERK inh: -0.7; S1P4 antagonist: -12.7; eIF4E 4G PPI: 0.0; Wee1 stabilizer: -0.8; S1P4 ag: 2.0

Results for CSCc1ccc(C(=O)Nc2cc(C)cc(C)c2)cc1 ?
Mdm2 ligase inh: -13.1; BaF3 parental: 0.7; Ba/F3 V617F tox: -1.2; NPY2 pot ag: -18.9; PERK inh: -0.2; S1P4 antagonist: -15.9; eIF4E 4G PPI: 23.6[fluorescence artefact?]; Wee1 stabilizer: 3.4; S1P4 ag: 0.8

How did CSc1ccc(NC(=O)Nc2cccn(Cc3ccccc3)c2=O)cc1 do in these assays?
Mdm2 ligase inh: -12.5; BaF3 parental: 4.2; Ba/F3 V617F tox: -3.6; NPY2 pot ag: 11.0; PERK inh: 0.2; S1P4 antagonist: -24.4; eIF4E 4G PPI: 0.5; Wee1 stabilizer: 7.0; S1P4 ag: 33.5*

How did Cc1cc(C(=O)OCC(=O)Nc2ccc(S(N)(=O)=O)cc2)c2ccccc2n1 do in these assays?
Mdm2 ligase inh: -8.7; BaF3 parental: -0.6; Ba/F3 V617F tox: -5.6; NPY2 pot ag: -4.8; PERK inh: 1.0; S1P4 antagonist: 3.6; eIF4E 4G PPI: -0.1; Wee1 stabilizer: -0.1; S1P4 ag: -1.4

What do the screens show for `Cc1ccccc1N/C(SCc1cccc(Br)c1)=C(/C#N)C(N)=O`?
Mdm2 ligase inh: -11.9; BaF3 parental: 2.8; Ba/F3 V617F tox: -3.3; NPY2 pot ag: -7.3; PERK inh: 1.2; S1P4 antagonist: -3.8; eIF4E 4G PPI: 0.7[fluorescence artefact?]; Wee1 stabilizer: 3.0; S1P4 ag: 2.7
